Bioassay records from PubChem.
FBW7 activator: FBW7 E3 ligase activators, primary screen, biochemical, AlphaScreen, human. F-box/WD repeat-containing protein 7 (Homo sapiens), Q969H0. AlphaScreen FBW7–phospho-cyclin E peptide binding, activator screen. normalized activity (activation), % at 26.1 µM. 650,000 compounds, 0.13% hits. AID 1259310, 2017; in the data active = normalized activity above about 1.9%;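 note: purified mutant Fbw7 with reduced substrate affinity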
TEAD-YAP inh: TEAD-YAP interaction inhibition, primary screen, TEAD-YAP interaction inhibitor project, luminescence, HEK-TIYL cells; TEAD-Gal4/YAP UAS-luciferase luminescence; inhibition, % at 9.12 µM; 640,000 compounds, 1.4% hits; in the data active = inhibition above about 32%;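 note: 0% = median of test compound wells and 100% = reference inhibitor wells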
GPR151 ag: activators of human GPR151, primary screen, cell-based, PathHunter beta-arrestin, luminescence. G-protein coupled receptor 151 (Homo sapiens), Q8TDV0. PathHunter beta-arrestin GPR151 cells. activation, % at 11.2 µM. 650,000 compounds, 1% hits. AID 1508602, 2020; in the data active = activation above about 4.9%;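 note: 0% = median of compound wells and 100% = cells with positive control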
Target sequence (Q8TDV0 whole entry, looked up): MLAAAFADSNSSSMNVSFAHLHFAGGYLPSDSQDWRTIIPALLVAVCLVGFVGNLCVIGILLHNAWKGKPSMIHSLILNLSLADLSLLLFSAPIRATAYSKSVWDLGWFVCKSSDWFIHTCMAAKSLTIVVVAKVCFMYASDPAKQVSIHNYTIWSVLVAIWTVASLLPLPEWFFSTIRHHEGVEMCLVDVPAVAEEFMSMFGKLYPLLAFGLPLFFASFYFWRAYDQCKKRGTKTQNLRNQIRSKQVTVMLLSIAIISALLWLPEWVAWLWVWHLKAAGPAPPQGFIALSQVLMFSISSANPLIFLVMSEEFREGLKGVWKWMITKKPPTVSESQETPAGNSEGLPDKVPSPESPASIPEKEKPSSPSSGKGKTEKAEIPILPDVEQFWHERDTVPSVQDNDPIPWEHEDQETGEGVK
MITF primary: MITF inhibitors, primary screen, biochemical, AlphaScreen, human. Microphthalmia-associated transcription factor (Homo sapiens), O75030. AlphaScreen MITF homodimerization, bead proximity signal. inhibition, % at 2.6 µM. 650,000 compounds, 0.91% hits. AID 1259374, 2018; in the data active = inhibition above about 50%;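 note: 0% = vehicle wells with protein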
Target sequence (O75030 whole entry, looked up): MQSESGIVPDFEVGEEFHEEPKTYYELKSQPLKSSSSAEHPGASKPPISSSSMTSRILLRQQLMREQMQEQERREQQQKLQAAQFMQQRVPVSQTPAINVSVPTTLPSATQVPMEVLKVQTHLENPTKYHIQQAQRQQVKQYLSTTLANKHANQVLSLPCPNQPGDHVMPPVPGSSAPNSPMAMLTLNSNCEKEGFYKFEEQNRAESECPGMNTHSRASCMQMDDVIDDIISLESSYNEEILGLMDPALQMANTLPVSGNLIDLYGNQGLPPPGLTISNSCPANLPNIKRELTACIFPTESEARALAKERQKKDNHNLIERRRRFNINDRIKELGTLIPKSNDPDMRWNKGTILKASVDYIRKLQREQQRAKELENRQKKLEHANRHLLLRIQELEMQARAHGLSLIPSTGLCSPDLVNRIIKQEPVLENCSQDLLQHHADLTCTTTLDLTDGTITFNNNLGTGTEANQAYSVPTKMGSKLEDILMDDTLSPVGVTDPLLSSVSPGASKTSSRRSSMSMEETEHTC
* marks the source's active call; other numbers are inactive results; & = joins results of further samples.

SMILES | FBW7 activator | TEAD-YAP inh | GPR151 ag | MITF primary
Cn1c(=O)c(C(=O)COC(=O)c2cccc3ccccc23)c(N)n(Cc2ccccc2)c1=O | 0.3 | -5.9 | 3.3 | 17.1
COC(=O)c1ccc2c3c(cccc13)CC2 | -0.1 | 3.0 | 2.1 | -1.0
Fc1ccc(C2Nc3ccc(Br)cc3C3C=CCC32)cc1 (stereo not given) | 0.0 | -0.5 | 0.1 | 0.2
O=C(CSc1ccc(-c2ccncc2)nn1)NCCc1ccccc1 | 0.0 | -1.2 | 0.0 | 12.7
COc1ccc(N2CCN(C(=O)c3nn(-c4cc(OC)cc(OC)c4)c(=O)c4ccccc34)CC2)cc1 | -0.1 | -3.9 | 1.7 | 12.0
Cc1cc(C(F)(F)F)c(C#N)c(SCC(=O)C(C)(C)C)n1 | 1.3 | -0.6 | -0.4 | 5.1
Cc1nn(C(=O)c2ccco2)c(C)c1Sc1ccc([N+](=O)[O-])cc1 | -0.1 | 8.3 | 0.0 | 3.9
C=CCOc1c(Cl)cc(CNn2cn[nH]c2=S)cc1OC | 0.5 | -4.3 | 1.0 | -5.0
O=C(c1ccccc1)c1ccccc1NC(=O)c1cc2ccccc2oc1=O | -0.1 | -5.8 | 0.3 | 0.1
c1cncc(-c2nnc(SCCSc3nnc(-c4cccnc4)o3)o2)c1 | 0.2 | 1.0 | -1.2 | 16.4
O=C(Cc1cccs1)NCCc1cn2ccccc2n1 | 0.0 | -1.1 | 0.2 | 9.7
Fc1ccc(CN2CCc3nc4ncc(Cl)cc4cc3C2)cc1 | -0.1 | -10.4 | 0.0 | -1.2
Cc1ccccc1CN1C(=O)CCC1CCNCc1ccc(F)cc1 (stereo not given) | 0.0 | 4.2 | 0.5 | -1.9
Cc1cc(C)nc(SCC(=O)NC2=NC(=O)C(C)S2)n1 (stereo not given) | 0.0 | -3.2 | -0.7 | 5.3
COc1ccc2ncc(C(=O)NC3CCCC3)c(Cl)c2c1 | 0.4 | 15.2 | 0.1 | 3.2
COc1ccccc1-n1c(-c2cc(C)nn2C)n[nH]c1=S | 0.0 | 3.0 | -0.4 | 9.5
N#CC1CCN(C(=O)c2cnc(N3CCN(c4ncccn4)CC3)c3ccccc23)CC1 | -0.1 | 9.8 | -1.0 | 1.4
O=C1NC(=Nc2ccccc2)S/C1=C/c1ccccc1 | 0.1 | -5.0 | 0.9 | 1.5
COc1ccc(CNS(=O)(=O)c2ccc(F)c(C(=O)Nc3cccc(Cl)c3Cl)c2)cc1 | 0.0 | -8.9 | -5.1 | -1.6
Cc1ccccc1-c1nnnn1C1CC(=O)C2OCC1O2 (stereo not given) | 0.5 | 9.6 | -1.5 | 7.6
O=C(Oc1cccc(N2C(=O)C3C4C=CC(C4)C3C2=O)c1)c1ccc(Br)cc1 (stereo not given) | 0.1 | -0.9 | 0.4 | 17.6
Fc1cnc(Nc2ccc(-c3cnco3)cc2)nc1-c1cc(N2CCOCC2)cc(C(F)(F)F)c1 | -0.1 | -3.8 | 1.6 | -0.6
Cc1ccc(/C=C/C(=O)Nc2cc(=O)n(C)c(=O)n2C)o1 | 0.0 | 0.0 | 2.7 | 8.0
CCOC(=O)CS(=O)(=O)c1ccc(C(=O)N2CCN(C(=O)c3ccco3)CC2)cc1[N+](=O)[O-] | 0.0 | -36.5 | -2.0 | 1.9
CC(C)Cc1nc(SCc2ccccn2)c2c(=O)n(C)c(=O)n(C)c2n1 | 0.1 | -4.9 | 2.4 | 7.1

Continued.
SMILES | FBW7 activator | TEAD-YAP inh | GPR151 ag | MITF primary
Cc1ccc(CNC(=O)CS(=O)Cc2nc(-c3ccc(Cl)cc3)oc2C)cc1 (stereo not given) | 0.2 | 2.7 | -0.4 | -4.7
CCOc1ccc(NC(=O)c2ccc(F)c(S(=O)(=O)N3CCc4ccccc4C3)c2)cc1 | 0.0 | -10.4 | 0.5 | 1.2
O=C(Nc1ccc(CN2CCOCC2)cc1)c1cnn2ccccc12 | -0.2 | 91.3* | -4.2 | 7.0
COCCCNC(=O)COc1ccc(Br)cc1Cl | 0.1 | -52.2 | 1.7 | -17.9
O=C(N1CCCCCC1)N1CCN(S(=O)(=O)N2CCOCC2)CC1 | -0.1 | 4.8 | 1.0 | 1.9
COc1ccc(C2C(C(=O)Nc3ccccc3)=C(C)Nc3nnnn32)cc1Br (stereo not given) | 0.0 | -0.3 | -0.1 | -1.7
C/C(=C\C(=O)c1ccc(C)o1)Nc1ccc(C)c(C)c1 | -0.3 | -3.0 | 3.0 | -1.0
COc1ccccc1C1CC(c2cc(Cl)ccc2O)=NN1 (stereo not given) | 0.5 | -32.7 | -0.5 | -0.6
CC(C)NC1CCC(Nc2cc(Nc3ccccc3C(N)=O)c(C(F)(F)F)cn2)CC1 (stereo not given) | 0.2 | 94.2* | -2.2 | 8.8
Cc1ccccc1COc1ccc(C2NC(C(=O)O)CS2)cc1 (stereo not given) | 0.1 | -2.4 | -1.6 | 20.0
CCOC(=O)c1nn(-c2ccc(F)cc2)c(=O)c2c(NC(=O)C(C)C)scc12 | 0.9 | 7.8 | -0.2 | 4.6
C=CCNC(=S)Nc1c(C)n(C)n(-c2ccccc2)c1=O | 0.0&0.4 | 5.3&-4.3 | 0.3&-0.5 | -1.4&21.2
COc1cc(NC(=O)c2csc(-c3cccs3)n2)cc(OC)c1OC | 0.4 | -6.0 | 1.5 | 43.7
N#Cc1cc(-c2ccnc(Nc3nccs3)n2)cc(N2CCOCC2)c1 | -0.3 | 5.3 | -0.3 | 15.4
CC(C)n1cnc2c(NCCO)nc(-c3ccc(N4CCOCC4)nc3)nc21 | 0.2 | -2.9 | 1.0 | -0.2
Nc1c(C(=O)N2CCCCC2)sc2nc3c(cc12)CCC3 | 0.2 | -59.9 | -1.4 | 14.2
CCN1C(=O)C2C(c3ccc(O)cc3)NC(Cc3ccc(O)cc3)(C(=O)OC)C2C1=O (stereo not given) | 0.1 | 4.2 | 2.0 | 8.1
O=C(Nc1cccc(F)c1)Nc1cccc2ccccc12 | 0.1 | -16.8 | 1.6 | 4.1
CC(=O)c1ccc(NC(=O)[C@H](CC(C)C)N2Cc3ccccc3C2=O)cc1 | 0.1 | -7.3 | 3.9 | -3.8
O=S(=O)(/N=C(\c1ccccc1)N1CCOCC1)c1ccc(F)cc1 | 0.5 | 1.9 | 3.6 | -4.8
CNS(=O)(=O)c1ccc(NC(=O)c2sc3ccccc3c2Cl)cc1 | 0.1 | -15.2 | 0.2 | -4.7
Cc1nn(CC(=O)N2CCc3ccccc32)c(=O)c2cccn12 | 0.1 | 2.1 | 0.7 | 8.8
Cc1cccc(C)c1NC(=O)C1(N(Cc2ccco2)C(=O)CC2NC(=O)NC2=O)CCCCC1 (stereo not given) | 0.1 | -4.5 | -0.2 | 2.5
COc1ccc(-n2nc(C(=O)Nc3ccc(C(F)(F)F)cc3)c3ccccc3c2=O)cc1Cl | -0.1 | -8.5 | 0.5 | 6.8
CC(C)C(Nc1ccccc1)N1C(=O)CCC1=O (stereo not given) | -0.1 | -4.0 | 0.0 | -3.5

Going on with the list.
SMILES | FBW7 activator | TEAD-YAP inh | GPR151 ag | MITF primary
O=S(=O)(c1ccc2c(c1)OCCO2)N1CCN(c2ccc(-c3ccccc3)nn2)CC1 | 0.7 | 4.7 | 1.7 | 12.6
O=C(CCc1ccccc1)Nc1ccc2ccccc2n1 | 0.1 | -34.2 | 0.8 | 9.6
Clc1ccc(SCc2nc3ccccn3c2Cl)cc1 | -0.1 | -35.7 | -0.7 | -5.1
CCNS(=O)(=O)c1ccc2c(c1)Cc1cc(S(=O)(=O)NCC)ccc1-2 | -0.1 | -15.4 | 3.6 | -10.6
COc1ccc(NC(=O)c2ccccc2NC(=O)c2cccc(S(=O)(=O)N3CCC(C)CC3)c2)cc1 | -0.1 | 7.0 | -0.7 | 0.9
O=C(O)CCNC(=O)C12CC3CC(CC(C3)C1)C2 | 0.0 | -2.2 | 0.4 | -6.6
COc1ccc(C(=O)NNC(=O)c2ccccc2Br)cc1 | 0.7 | -16.8 | -0.6 | 2.6
CCCNC(=O)C(Cc1ccccc1)NS(=O)(=O)c1ccc(F)cc1 (stereo not given) | 0.6 | -1.9 | -1.6 | 10.1
NC(=O)COC(=O)CCSc1ccc(Cl)cc1 | 0.5 | 1.9 | 0.1 | 14.6
CC1CC(=O)N(CC(=O)Nc2cccc(C(F)(F)F)c2)c2ccccc2S1 (stereo not given) | 0.1 | -9.7 | 0.1 | -0.9
Cc1nn(C)c(C)c1NC(=O)c1cc(S(=O)(=O)N2CC(C)OC(C)C2)c(C)o1 (stereo not given) | 0.7 | 2.3 | -1.3 | 22.9
COc1ccc(CCNC(=O)C2Cc3ccccc3CN2S(=O)(=O)c2ccc(C)cc2)cc1OC (stereo not given) | -0.1 | -0.6 | 0.0 | 18.3
COC(=O)C1=C(C(=O)OC)SC(=C2C(=S)C(C)N(C(C)=O)c3cc(C)ccc32)S1 (stereo not given) | -0.5 | 4.9 | 1.4 | 7.2
CSc1ccccc1C(=O)NCCCOC(C)C | -0.1 | 0.4 | 1.2 | -2.6
CC(C)N(C)Cc1nnnn1CC(=O)NCC1CCN(CCc2ccccc2)CC1 | 0.0 | 13.7 | -0.6 | 9.1
CCOC(=O)N1CCC(NC(=O)c2cnn3cccnc23)CC1 | -0.2 | 0.1 | 0.3 | -13.8
Clc1cccc(-c2cc3nccc(C4CCCNC4)n3n2)c1 (stereo not given) | 0.3 | 7.3 | -0.6 | -9.8
CC1(C)C(=O)OC(/C=C\c2ccccc2)C(C)(C)C1=O (stereo not given) | 0.1 | -10.2 | -0.4 | -15.6
O=c1[nH]c(/C=C/c2ccco2)nc2ccccc12 | 0.0 | 14.4 | -4.2 | 2.1
CNc1nc(-c2ccc3c(c2)CCN3C(=O)CC(C)(C)C)c(C)s1 | 0.8 | -24.7 | -1.0 | 19.7
Cc1nc2ccccc2n1C1CCN(CC(=O)NCc2ccc(F)cc2)CC1 | 0.2 | -13.6 | 0.4 | 19.1
CC(=O)c1ccc(NC(=O)CNc2ccccc2C(=O)NCc2ccc(C)cc2)cc1 | 0.0 | 6.2 | 0.4 | 11.2
CSc1ccc(/C=C/c2[nH]c(=O)[nH]c(=O)c2[N+](=O)[O-])cc1 | 0.3 | 0.8 | -2.0 | 16.5
COc1cc([N+](=O)[O-])c(Cl)cc1-c1ccc(/C=C(\C#N)c2nc3ccccc3[nH]2)o1 | 0.0 | 5.9 | -0.1 | -6.0
Nc1nc2c(O)cccc2s1 | 0.0 | -12.8 | -0.9 | -0.4

By substructure, the compounds so far with a nitro group on carbon.
SMILES | FBW7 activator | TEAD-YAP inh | GPR151 ag | MITF primary
Cc1nn(C(=O)c2ccco2)c(C)c1Sc1ccc([N+](=O)[O-])cc1 | -0.1 | 8.3 | 0.0 | 3.9
CCOC(=O)CS(=O)(=O)c1ccc(C(=O)N2CCN(C(=O)c3ccco3)CC2)cc1[N+](=O)[O-] | 0.0 | -36.5 | -2.0 | 1.9
CSc1ccc(/C=C/c2[nH]c(=O)[nH]c(=O)c2[N+](=O)[O-])cc1 | 0.3 | 0.8 | -2.0 | 16.5
COc1cc([N+](=O)[O-])c(Cl)cc1-c1ccc(/C=C(\C#N)c2nc3ccccc3[nH]2)o1 | 0.0 | 5.9 | -0.1 | -6.0

(more compounds)
SMILES | FBW7 activator | TEAD-YAP inh | GPR151 ag | MITF primary
COc1ccc(NC(=O)N2CCc3c([nH]c4ccccc34)C2C)cc1 (stereo not given) | -0.1 | 7.0 | 2.3 | 8.0
CCOC(=O)c1sc(NC(=O)Cc2ccc(OC)c(OC)c2)c(C(=O)OCC)c1C | 0.4 | 3.1 | -0.1 | 5.0
CC(=O)NNC(=O)Cc1ccc(Cl)c(Cl)c1 | -0.1 | 2.8 | 2.0 | 3.3
O=C(Cn1c2ccccc2c(=O)c2ccccc21)Nc1cccc2ccccc12 | -0.1 | -12.9 | 1.1 | -9.1
CCOC(=O)Cn1c(=O)oc2cc(S(=O)(=O)NCCOC)ccc21 | 0.0 | 1.4 | -1.6 | 0.0
COc1ccc(C2CC(C(F)(F)F)n3nc(C(=O)N4CCN(Cc5ccccc5)CC4)cc3N2)cc1 (stereo not given) | 0.0 | 4.9 | 0.5 | 9.0
c1cc(-c2noc(C3CCNCC3)n2)ccn1 | -0.1&1.1 | 2.5&0.3 | 3.4&-0.3 | 2.7&23.0
COc1cc2nc(Nc3ccccc3)nc(Nc3ccccc3)c2cc1OC | 0.0 | 10.0 | 1.5 | -7.2
Cc1ccc(C)c(NC(=O)CSc2ccc(-c3cccnc3)nn2)c1 | 0.0 | -12.5 | -1.1 | -13.7
COc1ccc(NC(=O)NN2CCOCC2)cc1OC | -0.1 | 1.2 | 2.5 | 6.6
N#C/C(=C\c1c(Oc2ccc(F)cc2)nc2ccccn2c1=O)C(N)=O | 0.1 | 6.8 | -8.3 | 9.1
CCS(=O)(=O)N1CCC(c2nc3c(nnn3Cc3ccc(F)cc3)c(=O)[nH]2)CC1 | 0.1 | 3.9 | -1.4 | -7.0
CCC1(C)CC(CCN)(c2ccccc2)CCO1 (stereo not given) | -0.3 | -9.0 | 1.4 | 20.6

Reprinted from the results shown, three compounds:
SMILES | FBW7 activator | TEAD-YAP inh | GPR151 ag | MITF primary
c1cc(-c2noc(C3CCNCC3)n2)ccn1 | -0.1&1.1 | 2.5&0.3 | 3.4&-0.3 | 2.7&23.0
COc1cc2nc(Nc3ccccc3)nc(Nc3ccccc3)c2cc1OC | 0.0 | 10.0 | 1.5 | -7.2
Cc1ccc(C)c(NC(=O)CSc2ccc(-c3cccnc3)nn2)c1 | 0.0 | -12.5 | -1.1 | -13.7

Not a hit list (roughly 3.5% active in at least one column).
